DAX1 inh-1 = NR0B1 (DAX1) inhibition | 340,000 compounds, 0.99% hits | AID 504766 | inhibition, % at 6.75 µM | HEK293 Gal4-DAX1 luciferase reporter, luminescence;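 active = inhibition above the mean over all tested compounds plus 3 SD, cut at about 4.2% in these data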;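 note: 0% = DAX1-transfected cells with DMSO and 100% = empty-vector control cells with DMSO; inhibition shows as a rise in luminescence from relieved DAX1 repression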
Target sequence (P51843 207-470 limits assumed): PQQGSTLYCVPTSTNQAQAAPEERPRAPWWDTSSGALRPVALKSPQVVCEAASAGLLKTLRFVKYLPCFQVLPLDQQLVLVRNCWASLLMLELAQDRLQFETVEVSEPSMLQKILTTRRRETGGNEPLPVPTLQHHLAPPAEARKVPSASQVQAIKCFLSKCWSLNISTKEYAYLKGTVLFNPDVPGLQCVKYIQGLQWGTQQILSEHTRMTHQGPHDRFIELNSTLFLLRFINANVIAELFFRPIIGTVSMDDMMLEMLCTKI
FXN GAA850 act = frataxin GAA850 promoter activation; HEK293 lucGAA850 FXN promoter luciferase reporter, 24 h; percent of 10 µM SAHA response; activation, % at 6 µM; 360,000 compounds, 0.56% hits;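 active = activation above the average of all compounds screened plus 3 SD, cutoff fixed separately per campaign, cut at about 7.5% in these data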;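 note: 0% = DMSO wells and 100% = 10 µM SAHA wells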
ADAM10 inh = inhibits human ADAM10; O14672; recombinant ADAM10, EDANS/DABCYL FRET peptide cleavage, 3 h; inhibition, % at 7 µM; 370,000 compounds, 0.62% hits; AID 720582;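 active = inhibition above a per-campaign cutoff equal to the mean of compounds falling between control-based bounds plus 3 SD, cut at about 20% in these data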;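 note: 0% = DMSO wells while the 100% control is not disclosed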
hcDAF12 agonist = H. contortus DAF-12 activation, primary screen | HEK293 hcDAF-12 lit1-tk-luc reporter, luminescence; 0% DMSO, 100% Δ7-dafachronic acid | activation, % at 6.8 µM | 370,000 compounds, 1.4% hits | AID 652067;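 active = activation above the mean of all tested compounds plus 3 SD, cut at about 5.5% in these data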;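 note: 100% = response to 3 µM Δ7-dafachronic acid high control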
SMARCA2 act = increases SMARCA2 function in MMTV reporter cells; MG213 cells, MMTV-luciferase reporter, dexamethasone, overnight; activation, % at 9.1 µM; 370,000 compounds, 1% hits; AID 652017; in the data active = activation above about 7.8%;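 note: 0% = vehicle wells and 100% = reference activator wells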
hgDAF-12 ag = agonists of H. glycines DAF-12 nuclear receptor. AID 687014. 370,000 compounds, 1.8% hits. HEK293 GAL4-hgDAF12 UAS-luciferase reporter, agonist luminescence; normalized to butyrate control. activation, % at 6.8 µM;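 active = activation above a cutoff set at the mean of all screened compounds plus 3 SD, cut at about 10% in these data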;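 note: 0% = DMSO wells and 100% = sodium butyrate wells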
ssDAF-12 act = activators of S. stercoralis DAF-12 nuclear receptor; HEK293 ssDAF-12/GRIP1 lit1-tk-luc reporter, luminescence; % of 3 µM dafachronic acid response; activation, % at 6.8 µM; 370,000 compounds, 1% hits; AID 652126;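 active = activation above the mean over all tested compounds plus 3 SD, cut at about 0.9% in these data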;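 note: 0% = DMSO-only wells and 100% = 3 µM delta7-dafachronic acid wells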
NPR1 activator = GC-A (human) enzyme activation; activation, % at 10 µM; HEK293 GC-A cells, cGMP TR-FRET, EC30 ANP; 0% at EC30 ANP, 100% saturating ANP; 370,000 compounds, 0.14% hits; P16066; AID 1671463; in the data active = activation above about 40%
PG9 binder = binds the HIV-1 gp120 antibody PG9. 360,000 compounds, 0.43% hits. inhibition, % at 6.7 µM. TR-FRET gp120-PG9 antibody binding. AID 624416; in the data active = inhibition above about 8.5%
DAX1 inh-2 = blocks DAX1 repression of SF-1 activated StAR promoter | inhibition, % at 6.8 µM | 370,000 compounds, 1.1% hits | AID 652010 | HEK293T StAR-luciferase reporter, SF-1/DAX-1 repression relief;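 active = inhibition above the mean over all tested compounds plus 3 SD, cut at about 3.6% in these data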;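 note: 0% = DAX-1 cells with DMSO and 100% = cells lacking DAX-1 with DMSO; higher inhibition means more luminescence from relief of DAX-1 repression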
ADAM17 inh = inhibits human ADAM17 | 370,000 compounds, 0.83% hits | recombinant ADAM17, EDANS/DABCYL FRET peptide cleavage | inhibition, % at 6.95 µM | P78536;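 active = inhibition above the mean of compounds lying between control limits plus 3 SD, set per campaign, cut at about 8.5% in these data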;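 note: 0% = DMSO-only wells as the low control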
Target sequence (P78536 215-824 limits assumed): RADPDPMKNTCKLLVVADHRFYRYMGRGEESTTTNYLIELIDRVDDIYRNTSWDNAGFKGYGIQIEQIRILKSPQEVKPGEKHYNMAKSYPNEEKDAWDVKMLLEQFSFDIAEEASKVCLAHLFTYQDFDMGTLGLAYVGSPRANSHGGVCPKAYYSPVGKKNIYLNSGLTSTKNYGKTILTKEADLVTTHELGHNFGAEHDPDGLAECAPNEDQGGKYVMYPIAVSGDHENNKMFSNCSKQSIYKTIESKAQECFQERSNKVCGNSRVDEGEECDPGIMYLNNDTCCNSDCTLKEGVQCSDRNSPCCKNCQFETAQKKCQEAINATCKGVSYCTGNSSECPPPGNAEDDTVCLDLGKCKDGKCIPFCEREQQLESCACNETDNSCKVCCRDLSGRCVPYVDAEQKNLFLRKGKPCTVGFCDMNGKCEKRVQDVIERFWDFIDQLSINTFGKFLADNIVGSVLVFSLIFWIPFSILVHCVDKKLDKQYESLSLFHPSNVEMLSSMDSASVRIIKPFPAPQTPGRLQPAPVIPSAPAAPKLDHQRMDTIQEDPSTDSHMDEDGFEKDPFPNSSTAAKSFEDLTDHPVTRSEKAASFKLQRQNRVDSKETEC
The depositor's hits bear a star; . = not tested or not shown.

Under each structure – DAX1 inh-1	FXN GAA850 act	ADAM10 inh	hcDAF12 agonist	SMARCA2 act	hgDAF-12 ag	ssDAF-12 act	NPR1 activator	PG9 binder	DAX1 inh-2	ADAM17 inh
Cc1onc(-c2ccccc2)c1C(=O)N(Cc1ccccn1)Cc1ccccn1
 : 0.8	-0.7	-6	-0.8	-2	-3.0	-1.6	-1	2.0	-0.2	-3
C/C(=N\O)C(C)(C)NC(=O)Nc1ccc(Cl)cc1
 : -0.3	-1.4	-4	0.6	-1	-2.9	-1.2	2	1.0	-0.2	-4
C[C@H](NS(=O)(=O)c1c(Cl)cccc1Cl)C(=O)NNC(=O)COc1ccccc1F
 : 1.2	0.1	-9	-0.1	-1	-1.4	-0.3	6	2.0	2.4	5
COc1cccc(/C=N/NC(=O)c2ccc(-n3cnnn3)cc2)c1
 : 1.6	-0.8	-7	-1.6	1	1.4	0.1	0	1.5	-0.3	-2
CCOC(=O)C(Cc1ccccc1)C1(C)Oc2ccccc2O1 (configuration not stated)
 : .	.	-7	-1.2	0	1.6	-0.8	3	2.3	0.3	1
CCc1nnc(NC(=O)c2cc(C)oc2C)s1
 : 0.9	4.4	3	5.5	5	8.8	0.6	3	0.6	9.5*	0
Cc1nn(C)c(C)c1S(=O)(=O)N1CCCC(C(=O)N2CCN(c3ccc(Cl)cc3)CC2)C1 (configuration not stated)
 : -1.7	-0.6	6	-1.2	-4	-6.7	-0.4	4	-1.9	-2.0	1
CC(=O)N(CCCN(C)C)c1nc2ccc(C)cc2s1
 : -2.7	-2.9	-5	-3.0	-6	-1.4	-1.8	2	0.1	-0.5	-5
CCOc1cc(C(c2c(O)nc(SC)[nH]c2=O)c2c(O)nc(SC)[nH]c2=O)ccc1O
 : .	-0.6	-7	0.7	-4	2.0	-0.7	2	-1.6	-0.8	-1
CCc1nnc(NS(=O)(=O)c2ccc(NS(=O)(=O)c3ccccc3)cc2)s1
 : 0.0	-0.2	0	-2.0	0	2.8	-1.0	3	-2.1	0.5	-1
Nn1c(SCC(=O)Nc2ccc(F)cc2F)nnc1C1CCCCC1
 : 0.6	4.2	-2	0.5	2	0.2	-1.3	5	-0.1	0.8	3
CCOCCn1cnc2sc(C(=O)NCC(=O)OCC)c(C)c2c1=O
 : 1.1	-1.6	-4	1.1	2	3.6	-0.3	0	-1.4	0.7	-3
NC1=C(O)C(=O)C(c2ccccc2)O1 (configuration not stated)
 : -0.8	-0.6	-7	-0.6	-2	0.1	-0.7	5	-1.9	0.4	-6
O=C(CN1C(=O)NC2(CCCC2)C1=O)OCCOc1ccc(Cl)cc1
 : 0.7	1.0	2	-0.7	0	2.7	-0.8	9	-0.1	1.1	1
CCC(=O)Oc1ccc2c(c1)O/C(=C\c1ccco1)C2=O
 : .	1.8	-78	2.3	-1	1.9	-0.7	3	-3.3	-0.3	-27
O=C(O)Cn1nc(C(F)(F)F)c2c1CCC2
 : 1.6	-0.7	2	-1.8	0	-1.0	-1.3	0	-1.9	1.1	2
CCO/N=C(\C)c1c(O)c2ccccc2n(C)c1=O
 : 1.1	2.2	-5	1.1	-2	-0.7	-0.4	4	-0.5	-0.1	-4
CCOc1ccc(-c2cnc(SCC(N)=O)nc2N)cc1
 : -0.5	-1.1	2	-1.7	0	-1.5	-1.2	3	-3.0	0.0	0
O=C(NCc1ccccc1)N1CCCC1
 : -0.3	2.5	-4	-2.0	-2	-1.1	-1.0	-1	0.1	-0.3	-5
COc1cccc(C(O)c2nc(-c3ccc(Cl)cc3)cs2)c1 (configuration not stated)
 : .	-1.3	6	-1.4	-6	-2.2	-1.9	4	0.0	-1.3	6
Cc1ccn2c(C(=O)CSc3ccccc3Cl)c(C)nc2c1
 : 0.2	-0.5	5	1.4	5	5.3	-0.9	0	0.1	-0.2	0
CC1(C(=O)NS(=O)(=O)Cc2ccccc2C(F)(F)F)CCN1C(=O)Cc1ccsc1 (configuration not stated)
 : .	-1.3	3	0.4	-4	3.0	-0.5	3	-2.1	-0.7	-1
Cc1ccccc1C(=O)NNC(=O)c1cccc(Br)c1
 : -0.9	-0.1	3	-2.2	3	-0.1	0.1	5	-0.2	-0.5	-1
CN(Cc1ccccc1)c1nc2c(c(=O)n(C)c(=O)n2C)n1CCSc1ncccn1
 : 0.7	0.5	-3	0.2	-1	-1.7	-0.7	0	0.8	-0.4	0
Cc1ccc(-c2cccc(C3CC=CC4C3C(=O)N(Cc3ccccc3)C4c3ccc4ccccc4c3)c2)cc1 (configuration not stated)
 : -0.8	1.5	0	-0.3	1	-0.7	-1.2	0	2.9	0.3	0
COC(=O)CN1C(=O)C2(C(C#N)=C(N)Oc3c2c(C)nn3-c2ccccc2)c2ccccc21 (configuration not stated)
 : 1.1	0.1	4	-0.2	-3	-1.1	-0.2	-3	0.5	0.3	13*
COc1ccc(NS(=O)(=O)c2ccc(N3CCOCC3)c(NC(=O)c3ccco3)c2)cc1
 : -0.7	-1.3	-2	-1.1	-2	-1.8	-2.2	-3	0.5	-1.4	-4
O=C(COC(=O)c1cc(=O)c2ccccc2o1)Nc1c(F)c(F)c(F)c(F)c1F
 : -0.5	-2.0	-4	0.5	-1	0.1	-1.1	1	-2.8	-0.1	3
Cc1cc(NC(=O)C23CC4CC(CC(C4)C2)C3)n[nH]1
 : 0.3	0.2	-11	-1.1	-1	0.9	-0.7	2	-1.8	0.0	-4
C/C(=N/NC(=O)c1sc(NS(=O)(=O)c2ccccc2)nc1C)c1sc(N)nc1C
 : 0.2	0.8	-1	1.6	-1	0.6	-1.2	0	-0.3	0.3	-4
Cn1cccc1/C=N/N1CCN(Cc2cccc3ccccc23)CC1
 : 0.6	1.9	6	0.6	-3	0.3	-1.0	-1	-2.6	-0.9	6
CCc1ccc(C(=O)CSc2nc3cc(S(=O)(=O)N4CCOCC4)ccc3n2CC)cc1
 : 0.8	2.9	13	-2.1	-4	-3.8	-1.8	-3	-0.4	-0.8	4
COc1ccc(CCNC(=O)CN(c2cc(OC)ccc2OC)S(=O)(=O)c2ccccc2)cc1
 : -1.0	-2.0	7	-3.3	-2	-2.1	-1.8	-15	-2.1	-0.7	3
COc1ccc(S(=O)(=O)N2CCOC2CNC(=O)C(=O)NCc2ccccn2)cc1C (configuration not stated)
 : 0.0	1.7	-12	-2.1	2	-2.0	-0.9	0	1.1	-0.7	2
O=C(COc1ccc(S(=O)(=O)NC2CCCCC2)cc1)Nc1ccc2c(c1)OCCO2
 : -1.4	1.3	-7	-2.9	-3	-1.1	-1.5	-2	0.6	-0.1	0
Cc1cccc(C)c1OC(=O)CCN1C(=O)C2C3C=CC(C4CC34)C2C1=O (configuration not stated)
 : -0.3	2.1	3	-1.8	0	1.7	-2.1	-3	0.0	0.0	2
COC(=O)[C@H](Cc1ccccc1)NC(=O)NCCc1ccc(OC)cc1
 : -0.2	-2.2	5	0.1	1	0.4	-0.9	2	1.7	0.1	-7
Cc1ccc(NC(=O)COC(=O)c2ccc3ncsc3c2)c(C)c1
 : 0.1	-1.6	-1	-2.5	-5	-2.8	-2.0	-2	-0.5	-1.3	-1
O=c1cccccc1NCc1ccccc1
 : 0.5	0.9	-6	1.2	1	-0.8	-0.8	-3	-2.6	0.0	-3
COc1cc(/C=C(\C#N)C(=O)NCC2CCCO2)ccc1OC(=O)c1ccco1 (configuration not stated)
 : 1.7	-1.2	-12	-0.7	-1	0.5	-1.7	3	1.8	0.8	-4
CCOC(=O)N1CCN(C(=O)c2ccc3c(=O)n(-c4ccc(F)cc4)c(=S)[nH]c3c2)CC1
 : 0.1	-1.1	-6	0.9	-2	0.5	-1.1	-2	0.6	-0.4	-3
CCOC(=O)c1[nH]c(C)c(C(=O)OC(C)C(=O)Nc2ncc(Cl)cc2Cl)c1C (configuration not stated)
 : 0.1	-1.4	-3	-0.9	0	-2.4	-1.1	-2	-2.3	-0.6	-1
Cc1cccc(N2CC34C=CC(O3)C(C(=O)O)C4C2=O)c1 (configuration not stated)
 : 0.7	1.5	-5	0.0	-3	-1.3	-0.8	2	2.1	-0.2	-2
COc1cc(CCC(=O)OCc2nnc(-c3ccccc3)o2)cc(OC)c1OC
 : -0.3	1.3	5	-0.7	-3	1.0	-1.0	-2	-0.6	0.2	1
COCCN(C(=O)CSc1nn(-c2ccc(F)cc2)c(=S)s1)c1c(N)n(CC(C)C)c(=O)[nH]c1=O
 : 0.1	1.9	3	-0.8	3	0.5	-1.2	1	-0.5	-1.3	2
CC(C)(C)C(=O)Nc1ccccc1-c1nc2ccccc2[nH]c1=O
 : 2.0	-1.4	-13	-1.5	-3	1.8	-0.9	0	-0.9	-0.1	-7
COC(=O)C1NN=C(C(=O)c2ccc(Cl)cc2)C1c1ccc(OC)cc1 (configuration not stated)
 : -1.4	0.3	10	-0.8	0	-2.3	-1.7	-12	-0.5	-0.3	2
O=C(Cc1ccc(Cl)cc1Cl)OCC(=O)N1CCCCC1
 : -0.6	0.6	-3	-1.0	-1	-0.7	-0.8	1	-0.4	-0.1	-3
Fc1ccc(/C=N/n2c(COc3ccccc3)n[nH]c2=S)cc1
 : 1.2	1.0	-5	-0.7	-1	-2.2	-1.1	0	-0.4	0.2	-3
CCOc1ccc(-c2nn3c(-c4ccccc4)nnc3s2)cc1
 : 1.0	0.6	7	0.8	0	1.1	-0.9	-1	-0.4	0.3	-4
S=C(NCC1CCCO1)n1nnc2ccccc21 (configuration not stated)
 : .	.	-2	-0.6	0	0.7	-1.4	-1	-3.1	-0.8	1

Rows are unselected. About 6.8% of those tested had a hit in this group.
